Source: PubChem BioAssay
3CLpro inhibitor – SARS-CoV 3CLpro protease inhibitors, primary screen, biochemical, quenched FRET | Replicase polyprotein 1ab (Severe acute respiratory syndrome coronavirus), P0C6X7 | recombinant SARS-CoV 3CLpro, quenched FRET peptide cleavage | inhibition, % at 6 µM | hit rate 0.14% among 290,000 | AID 1706, 2009; in the data active means inhibition above about 12%
Rv3671c inh – Rv3671c serine protease inhibitors, primary screen, biochemical, fluorescence polarization, M. tuberculosis H37Rv | hit rate 0.048% among 320,000 | inhibition, % at 5.96 µM | P9WHR9; in the data active means inhibition above about 38%;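 further: extracellular domain of Rv3671c used as enzyme; 0% = enzyme with DMSO and 100% = no enzyme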
PriA SSB inh – inhibitors of Klebsiella pneumoniae PriA binding to SSB C-terminal tail, primary screen, biochemical, AlphaScreen; PriA–SSB C-terminal tail interaction (Klebsiella pneumoniae); AlphaScreen SSBct-PriA binding, biotinylated peptide; inhibition, % at 33 µM; hit rate 0.6% among 430,000; AID 1272365, 2023; in the data active means inhibition mostly above about 37%, no sharp cut-off; inactive means mostly below about 20%;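 further: plate controls were negative control peptide for no effect and reference peptide for full effect; strong numbers were not always called active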
PfHsp40 rescue – rescue of yeast from PfHsp40 toxicity, primary screen, S. cerevisiae, ATP luminescence. AID 504582, 2011. growth rescue, % at 12.5 µM. hit rate 0.68% among 340,000. S. cerevisiae expressing PfHsp40, growth rescue; in the data active means growth rescue above about 28%, passing the limit was not always enough; inconclusive means no clear call, values can overlap the other calls;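 further: yeast W303a lacking pdr1 and pdr3 grown in galactose medium; growth measured after three days at 30 °C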
Yp Topo-I inh – Yersinia pestis topoisomerase I inhibitors, primary screen, biochemical, cleavage product accumulation, plate reader, single point. Y. pestis Topo-I cleavage product accumulation. activity, % at 10 µM. AID 504884, 2011. hit rate 0.064% among 360,000. DNA topoisomerase I (Yersinia pestis CO92); in the data active means activity above about 50%, passing the limit was not always enough; inconclusive means no clear call, values can overlap the other calls; further: inactives centre near 2
BH1578 lux ind – inducers of Vibrio cholerae quorum light production without autoinducers, primary screen, BH1578 luxS cqsA deficient, single point; V. cholerae BH1578 lux reporter, luminescence, 6 h; activation, % at 18.7 µM; hit rate 0.16% among 350,000; in the data active means activation mostly above about 9.7%, no sharp cut-off; inconclusive means no clear call, values can overlap the other calls; inactive means mostly below about 3.7%; further: not every result past the cut was called active; inactives centre near 0; reference of the scale not given here
MazF activator – activators of E. coli MazEF toxin-antitoxin RNase, primary screen, biochemical, fluorescence, uHTS; Endoribonuclease toxin MazF (Escherichia coli (strain K12)), P0AE70; FAM/BHQ RNA-DNA oligo cleavage fluorescence, 5 h; activation, % at 20 µM; hit rate 0.32% among 350,000; AID 504720, 2011; in the data active means activation above about 50%
Anthrax LF inh2 – Bacillus anthracis LF protease inhibitors, primary screen, biochemical, multiplex microsphere, MLPCN library; multiplex microsphere protease cleavage assay; inhibition, % at 10 µM; hit rate 0.12% among 360,000; in the data active means inhibition above about 30%; inconclusive means no clear call, values can overlap the other calls; further: plate controls were buffer without enzyme for full effect and enzyme alone for no effect
Target sequence (P15917 whole entry, looked up): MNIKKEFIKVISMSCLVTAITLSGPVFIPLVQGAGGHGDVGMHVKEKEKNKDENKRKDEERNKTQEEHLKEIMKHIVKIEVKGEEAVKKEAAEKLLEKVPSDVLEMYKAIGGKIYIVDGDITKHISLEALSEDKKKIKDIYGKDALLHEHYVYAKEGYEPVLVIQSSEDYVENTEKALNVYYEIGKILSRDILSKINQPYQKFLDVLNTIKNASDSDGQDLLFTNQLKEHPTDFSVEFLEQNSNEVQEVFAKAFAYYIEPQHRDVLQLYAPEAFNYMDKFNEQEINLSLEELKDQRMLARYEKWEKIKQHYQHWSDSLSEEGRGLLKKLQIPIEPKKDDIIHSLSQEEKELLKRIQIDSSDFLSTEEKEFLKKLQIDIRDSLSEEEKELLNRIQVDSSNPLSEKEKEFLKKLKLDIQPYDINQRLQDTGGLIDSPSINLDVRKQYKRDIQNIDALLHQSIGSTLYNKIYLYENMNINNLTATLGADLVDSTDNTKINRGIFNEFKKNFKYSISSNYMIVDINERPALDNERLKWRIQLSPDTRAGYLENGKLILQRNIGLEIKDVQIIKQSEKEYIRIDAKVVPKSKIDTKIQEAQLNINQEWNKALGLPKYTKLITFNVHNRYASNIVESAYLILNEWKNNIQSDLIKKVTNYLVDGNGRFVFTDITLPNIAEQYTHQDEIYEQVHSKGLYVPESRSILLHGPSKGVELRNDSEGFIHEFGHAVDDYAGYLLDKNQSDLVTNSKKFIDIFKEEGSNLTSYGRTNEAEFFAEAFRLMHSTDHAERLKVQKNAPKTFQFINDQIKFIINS
TcdB inh – TcdB glycohydrolase inhibitors, primary screen, biochemical, single point, plate reader; inhibition, % at 9.99 µM; TcdB glycohydrolase enzymatic assay; Toxin B (Clostridioides difficile), P18177; hit rate 0.24% among 350,000; AID 652162, 2013; in the data active means inhibition above about 10%
DUSP3 inh – VHR1 phosphatase inhibitors, primary screen, biochemical, absorbance, uHTS; hit rate 0.52% among 290,000; recombinant VHR phosphatase, pNPP absorbance; inhibition, % at 13.3 µM; Dual specificity protein phosphatase 3 (Homo sapiens), P51452; in the data active means inhibition above about 50%; further: some compounds called inactive have numbers as strong as hits
Target sequence (P51452 whole entry, looked up): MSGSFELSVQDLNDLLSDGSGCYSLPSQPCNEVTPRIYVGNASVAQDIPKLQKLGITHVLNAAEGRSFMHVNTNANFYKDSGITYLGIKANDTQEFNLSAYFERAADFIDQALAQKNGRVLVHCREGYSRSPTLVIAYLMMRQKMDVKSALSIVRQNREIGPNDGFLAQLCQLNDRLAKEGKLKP
* = called active by the depositor; i = inactive; ? = inconclusive; nt = not tested or not shown; & = joins results of further samples. The list is partial. The share of hits here may be higher or lower than overall.

Molecule	3CLpro inhibitor	Rv3671c inh	PriA SSB inh	PfHsp40 rescue	Yp Topo-I inh	BH1578 lux ind	MazF activator	Anthrax LF inh2	TcdB inh	DUSP3 inh
CCOC(=O)[C@H]1[C@H]2COc3cc(OC)ccc3[C@@H]2N2C(=O)CN(Cc3ccco3)C(=O)[C@@]12C	nt	0	-5	0.3	-2	0.4	-2	-4	-0.6	nt
COc1ccc2oc(CS(=O)c3ccccc3)c(C(=O)O)c2c1 (centres undefined)	-1	0	-19	0.2	-7	i	-2	-9	0.9	-12
CC(C)(C)S(=O)(=O)N1C[C@H]2CC/C=C\C/C=C\2[C@@H]1CCO	nt	nt	nt	nt	4	-0.4	6	0	0.1	nt
Cc1ccc(S(=O)(=O)NCCC(=O)N2CCN(C/C=C/c3ccccc3)CC2)cc1	nt	-6	-6	0.8	27	-1.2	0	-6	-9.1	nt
C[C@H](CO)N1C[C@H](C)[C@@H](CN(C)C(=O)Cc2ccccc2)OCc2cnnn2CCCC1=O	nt	nt	nt	nt	4	-2.3	-2	-6	0.5&-0.4&-0.2	nt
Cc1ccc(/C=C2\Oc3cc(OC(=O)N4CCOCC4)ccc3C2=O)cc1	2	2	-2	0.4	-2	0.0	5	-1	nt	46
O=C(O)c1ccc(C(=O)O)c(C(=O)c2ccc(NC(=O)c3ccccc3)cc2)c1	-3	-10	3	-0.3	-1	1.1	2	-5	-1.2	-9
CCOc1ccc(NC(=O)CSc2nc(N3CCOCC3)nc(N3CCOCC3)n2)cc1	-3	8	-8	-0.5	16	-5.0	3	0	0.2	5
COc1ccc(S(=O)(=O)N(Cc2cc3cc(C)ccc3[nH]c2=O)CC2CCCO2)cc1 (centres undefined)	4	-6	-5	0.0	29	-0.3	-4	-6	nt	3
O=C(COC(=O)c1ccc(CO)cc1)Nc1ccc2ccccc2c1	nt	-23	-4	-0.5	4	-0.6	5	-3	1.2	nt
CC1(C)NC(=O)N(CC(=O)OCC(=O)c2ccc(Cl)s2)C1=O	nt	7	-4	-1.2	2	i	6	-6	0.4	nt
COc1ccc(OC)c(Nc2nc(NCc3ccco3)c3ccccc3n2)c1	-5	14	50	1.1	-13	-0.7	21	-9	-0.4	4
Cc1ccc(Cn2nnc3c(=O)[nH]c(C(=O)NCc4ccco4)nc32)cc1	3	0	5	-0.1	6	-0.4	0	-3	nt	36
COc1ccc(NS(=O)(=O)c2cccc(C(=O)N3CCCCCCC3)c2)cc1	nt	-4	-3	-1.4	9	-0.7	1	-8	-0.5	nt
O=S(=O)(c1ccccc1)N(Cc1nc(-c2ccccc2)no1)C1CCCCC1	-1	-7	-30	1.0	43	-0.6	-9	-5	nt	1
Cc1ccccc1Oc1cccc(C(=O)/C(C#N)=C/N(C)C)c1	-6	-6	-10	0.5	12	1.1	6	1	nt	-16
O=c1oc2ccccc2c2c1SC(C(F)(F)F)C2 (centres undefined)	5	1	-27	-0.6	12	7.7	2	0	nt	56*
CC(C)(C)N1C(=O)[C@H]2[C@@H](c3ccc(Br)cc3)N3C(=O)N(c4ccccc4)C(=O)[C@@]3(Cc3ccccc3)[C@H]2C1=O	nt	-2	5	0.7	-7	-0.8	-3	-9	0.6	nt
CN(CC(=O)NCCc1ccc(F)cc1)Cc1ccc(Br)cc1	-2	0	-18	0.4	26	-0.4	4	1	1.6	1
Cc1ccc(C(=O)Oc2coc(CSc3nnc(NC(=O)c4cccs4)s3)cc2=O)cc1	2	5	-10	-1.0	1	3.4	2	0	nt	8

Retrieved by compound from the entries so far, three records:
Molecule	3CLpro inhibitor	Rv3671c inh	PriA SSB inh	PfHsp40 rescue	Yp Topo-I inh	BH1578 lux ind	MazF activator	Anthrax LF inh2	TcdB inh	DUSP3 inh
O=c1oc2ccccc2c2c1SC(C(F)(F)F)C2 (centres undefined)	5	1	-27	-0.6	12	7.7	2	0	nt	56*
Cc1ccc(Cn2nnc3c(=O)[nH]c(C(=O)NCc4ccco4)nc32)cc1	3	0	5	-0.1	6	-0.4	0	-3	nt	36
CC(C)(C)S(=O)(=O)N1C[C@H]2CC/C=C\C/C=C\2[C@@H]1CCO	nt	nt	nt	nt	4	-0.4	6	0	0.1	nt

Continued.
Molecule	3CLpro inhibitor	Rv3671c inh	PriA SSB inh	PfHsp40 rescue	Yp Topo-I inh	BH1578 lux ind	MazF activator	Anthrax LF inh2	TcdB inh	DUSP3 inh
CC(C)C[C@H]1CNC(=S)N1CC1CCCN1C[C@H](Cc1ccccc1)N1C[C@H](Cc2ccc(O)cc2)N(CC2CCCCC2)C1=S (some centres undefined)	nt	nt	-2	1.8	11	i	-2	-4	0.3	nt
O=S(=O)(c1ccccc1)c1nc(-c2ccco2)oc1NCc1ccccc1	4	-5	21	-0.6	24	0.9	6	-5	nt	22
CSc1ncc(CNc2cc([N+](=O)[O-])ccc2C)c(N)n1	nt	-7	-5	2.8	-10	-11	3	2	2.7	nt
COc1ccccc1/C=N/n1cnnc1	6	4	nt	-1.0	0	i	19	-3	nt	3
CN(C)c1ccc(CNc2ccc3c(c2)ncn3C)cc1	2	2	-10	nt	nt	nt	9	nt	nt	18
COc1ccc(N(CC(=O)NC2CCCCC2C)S(=O)(=O)c2c(C)nn(C)c2C)cc1 (centres undefined)	-1	2	-2	-1.1	8	-1.3	15	-1	1.3	-18
O=C(COCc1ccccc1)N[C@@H]1c2ccccc2CC[C@@H]1OCc1ccccc1	nt	nt	-27	1.5	?	1.1	0	-3	1.2	nt
CCOC(=O)N1CCN(S(=O)(=O)c2ccc(OCC)c(C)c2)CC1	0	-4	-16&-10	0.4	12	3.0	1	3	nt	-25
CCOC(=O)C1(CCCc2ccccc2)CCN(C2CCN(C(C)=O)CC2)CC1	1	3	4	0.7	-5	i	11	-9	0.3	17
O=C(Nc1ccc(Cl)cc1)OCc1cn(-c2ccc(Cl)cc2)nn1	0	-69	1	0.9	-7	i	-1	-2	nt	24
Cc1ccnc(NS(=O)(=O)c2ccc(NC(=O)Cc3ccccc3)cc2)n1	2	9	-3	-0.7	2	-0.4	2	-1	nt	-3
CCCS(=O)(=O)c1nc(S(=O)(=O)c2ccc(Cl)cc2)c(N2CCC(O)CC2)s1	2	2	4	-0.8	5	-4.2	6	-2	1.4	-53
CN1N=C(C(C)(C)C)CSC1=Nc1ccc(F)cc1	4	4	-5	-2.6	6	-0.7	-4	-15	-0.6	4
CCOc1ccc(C2SCC(=O)Nc3c2c(=O)[nH]n3C2CCCCCC2)cc1 (centres undefined)	3	-4	-6	8.8	11	i	-4	-6	nt	8
CC(C)CC(=O)Nc1ccc(C(=O)CN2CCC(C)CC2)cc1	2	-4	-7	0.6	-2	-0.4	7	-3	0.6	43
Fc1cccc(Cl)c1CSc1nnc2ccccn12	5	5	0	-1.2	2	-0.4	11	-2	-0.1	12
CCOc1ccc(C(CC(=O)O)NC(=O)Cc2ccccc2)cc1OC (centres undefined)	-6	nt	-8	-0.2	0	1.3	1	-1	2.2	5
CC(=O)c1cn(-c2ccc(Cl)cc2)c(=O)n(Cc2ccc(Br)cc2)c1=O	5	-9	-5	-1.4	3	i	-23	-2	0.1	9
Cc1ccc(-c2nnn(CC(=O)N(CC(=O)NC3CCCC3)c3ccc(F)c(Cl)c3)n2)o1	-4	6	1	-1.4	5	nt	3	-5	0.4	4
COc1ccccc1-c1cc(N)n(S(=O)(=O)c2ccc(F)c(C)c2)n1	1	-2	-2	-0.5	-2	-0.2	1	4	-2.6	35
Cc1[nH][nH]c(=O)c1N=Nc1ccccc1	-2	-1	2	0.4	10	7.1	3	-1	nt	26
Fc1ccccc1CN1CCCC(NC2CCC2)C1 (centres undefined)	2	2	-10	1.3	-13	-0.3	-33	-5	1.3	-16
c1ccc2cc(CC3=NCCN3)ccc2c1	11	9	-11	0.4	-5	i	4	1	nt	5
Cc1cc(C)n(C(N)=NC(=O)c2ccc([N+](=O)[O-])cc2)n1	2	-9	nt	2.1	5	-0.3	-5	5	0.0	27
COc1ccc(S(=O)(=O)N2CCSCC2)cc1	-10	-6	-8	-0.9	8	i	5	-1	0.5	13
Cc1ccc(NC(=O)c2ccccc2SCC(=O)N2CCCC2)cc1S(=O)(=O)N(C)C	0	-4	-8	-0.2	19	-5.0	4	-3	-2.2	16
COC(=O)CN1C(=O)CSc2ncccc21	2	-2	-3	-0.4	0	-0.2	7	-2	nt	-13
C=C1C(=O)OC2C=C(CO)C3OC3C3OC3(C)CC(OC(=O)/C(=C/C)COC(C)=O)C12 (centres undefined)	nt	nt	5	-1.5	3	-2.0	7	0	1.2	nt
COc1cc(C(=S)N2CCCC2)ccc1O	2	1	-22	-2.0	-1	0.0	-1	0	nt	15
COc1ccc([N+](=O)[O-])cc1NC(=O)C(C)OC(=O)Cc1ccc(OC)c(OC)c1 (centres undefined)	nt	-4	6	0.0	7	i	-2	2	1.4	nt
COCCNC(=O)C1CCCN(C(=O)c2ccc3c(c2)C(C)(C)CCC3(C)C)CC1 (centres undefined)	nt	nt	nt	nt	24	i	nt	-4	0.6	nt
O=C(Nc1ccc(F)cc1F)NC1CCCc2ccccc21 (centres undefined)	2	2	-2	-0.5	-4	i	3	-6	1.8	19
CC(C)CNc1nc(Oc2ccc(=O)n(C)n2)nc(N2CCOCC2)n1	2	-4	-11	-1.7	-2	-0.3	3	-2	nt	4
COc1ccc(Cl)cc1S(=O)(=O)NC(C)C(=O)NCc1cccnc1 (centres undefined)	5	7	8	-0.5	1	0.6	-1	7	0.8	28
CC(C)c1nnc2n1N=C(c1ccc(Cl)cc1)CS2	1	nt	2	-2.1	16	i	9	-12	1.1	11
Cc1c(C(=O)N(CCC#N)c2ccccc2)sc2nc3n(c(=O)c12)CCCC3	2	-5	-2	-1.1	-8	-5.3	5	-1	0.3	32
CCOC(=O)c1c(C(C)(C)C)oc2ccc(O)cc12	1	-4	-7	6.1	0	3.4	-1	-4	nt	15
CCCN1C(=O)/C(=C/c2ccc(C)s2)SC1=Nc1ccc(OC)cc1	-2	-2	6	-1.3	-11	i	-12	-1	nt	18
Nc1nc(/C=C/c2cccnc2)nc(-c2ccccc2O)n1	-3	-31	-17	6.5	11	1.4	-5	-5	1.5	-6
O=C(NCCc1csc(-c2ccc(C(F)(F)F)cc2)n1)c1cccs1	3	-3	-21&-20	-1.5	30	-0.3	-1	-1	0.0	-10
Cc1ccc(-n2nnnc2SCC(=O)c2cc(C)n(-c3cc(C)on3)c2C)cc1	-4	2	-5	0.3	7	-1.5	-25	-3	nt	14
Cc1ccc(C(=O)OCC(=O)Nc2c(C)n(C)n(-c3ccccc3)c2=O)cc1[N+](=O)[O-]	0	3	-13	1.1	1	i	50*	-2	-0.4	14
O=C(Nc1ccc(-c2nc3ncccc3o2)cc1)c1ccc([N+](=O)[O-])o1	-3	-6	-21	-0.9	2	-0.1	5	-1	0.9	31
